DSG3 Ab inh: inhibitors of pemphigus antibody binding to human desmoglein-3; P32926; DSG3-coupled beads, scFv-anti-DSG3-GFP binding, flow cytometry; active compounds read low; binding (percent of control), % at 10 µM; 310,000 tested, 0.48% active;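 active = binding more than 3 SD below its plate's average and above zero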;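 note: hits lower antibody fragment binding to DSG3; some compounds called inactive have numbers as strong as hits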
Target sequence (P32926 whole entry, looked up, the tested form may be a part): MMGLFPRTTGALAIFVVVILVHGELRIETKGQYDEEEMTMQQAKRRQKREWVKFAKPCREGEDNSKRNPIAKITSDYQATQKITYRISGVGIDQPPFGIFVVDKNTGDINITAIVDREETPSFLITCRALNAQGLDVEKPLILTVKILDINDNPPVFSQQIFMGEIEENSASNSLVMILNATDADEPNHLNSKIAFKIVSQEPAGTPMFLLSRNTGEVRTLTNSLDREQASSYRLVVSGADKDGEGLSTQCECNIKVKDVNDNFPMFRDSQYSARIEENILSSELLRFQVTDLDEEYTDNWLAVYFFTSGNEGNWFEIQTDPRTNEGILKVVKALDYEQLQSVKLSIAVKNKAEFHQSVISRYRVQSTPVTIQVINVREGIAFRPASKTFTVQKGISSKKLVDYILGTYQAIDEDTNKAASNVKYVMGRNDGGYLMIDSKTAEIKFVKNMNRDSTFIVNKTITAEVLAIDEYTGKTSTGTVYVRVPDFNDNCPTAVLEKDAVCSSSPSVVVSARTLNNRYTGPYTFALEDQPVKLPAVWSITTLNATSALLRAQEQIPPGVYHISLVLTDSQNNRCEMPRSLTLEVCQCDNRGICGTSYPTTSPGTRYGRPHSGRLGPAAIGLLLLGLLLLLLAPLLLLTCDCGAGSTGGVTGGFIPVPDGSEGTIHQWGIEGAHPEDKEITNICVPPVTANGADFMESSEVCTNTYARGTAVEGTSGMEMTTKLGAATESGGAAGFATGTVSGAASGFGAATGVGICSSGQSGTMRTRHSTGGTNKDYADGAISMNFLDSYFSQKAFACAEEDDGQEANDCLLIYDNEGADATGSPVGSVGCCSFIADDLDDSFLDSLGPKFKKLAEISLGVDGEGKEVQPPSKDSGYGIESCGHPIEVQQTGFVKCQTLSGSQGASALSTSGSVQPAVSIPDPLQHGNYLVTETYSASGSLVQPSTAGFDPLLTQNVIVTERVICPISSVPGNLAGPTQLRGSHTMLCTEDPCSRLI
C-LANA FP: blocks KSHV LANA C-terminal domain binding to DNA; AID 504423; inhibition, % at 9 µM; 340,000 tested, 0.078% active; MBP-C-LANA/FAM-LBS DNA binding, fluorescence polarization;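 active = highest replicate inhibition at or above 60% at 9 µM, even if other replicates fall short; inactive = all replicates below 60% inhibition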;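 note: 0% = neutral control wells and 100% = 4 µM acridine orange control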
RTF Ca sens inh: cardiac RTF calcium desensitization. P19429+P45379. IANBD-labeled cardiac RTF, Ca2+ fluorescence. inhibition, % at 7.15 µM. 340,000 tested, 0.12% active. AID 493244;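 active = inhibition above the mean inhibition of all tested compounds plus 3 SD, cut at about 17% in these data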;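 note: assay run at fixed EC70 calcium of 1.6 mM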
CAL PDZ FP-1: human CAL PDZ-peptide interaction inhibition; Q9HD26; purified CAL PDZ, TMR-peptide fluorescence polarization, 1 h; inhibition, % at 20 µM; 330,000 tested, 0.02% active; AID 504414;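 active = highest replicate inhibition of at least 40%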;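 note: plate controls were DMSO neutral control wells for no effect and unlabeled competitor peptide control wells for full effect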
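material = purified tagged CAL PDZ domain construct (CerCALP) | buffer or medium = sodium phosphate/NaCl buffer pH 7.4 with TCEP, IgG, Thesit | reagent = TMR-labelled reporter peptide T*-PRC34 bound in PDZ groove | incubation = 1 h room-temperature incubation prior to read | measured by = fluorescence polarization (mP) | evaluation = percent inhibition from loss of millipolarization | control set = unlabelled peptide and DMSO controls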
NSD2 inh: inhibitors of human histone methyltransferase NSD2 | AID 743445 | inhibition, % at 12.5 µM | 310,000 tested, 0.54% active | NSD2 peptide methylation, AlphaScreen, 120 min | O96028; in the data active = inhibition above about 50%
Keap1-Nrf2 PPI: disrupts human Keap1 binding to Nrf2 peptide; Q14145; Keap1 Kelch-Nrf2 peptide fluorescence polarization, 1536-well; inhibition, % at 9.4 µM; 340,000 tested, 0.15% active; AID 504523; in the data active = inhibition above about 12%;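 note: human Keap1 Kelch domain with fluorescein labeled Nrf2 9mer peptide probe; 0% = neutral control wells and 100% = peptide positive control; higher means more block of Keap1 binding to Nrf2 peptide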
CAL PDZ FP-2: blocks peptide binding to the human CAL PDZ domain | purified CAL PDZ, TMR-peptide fluorescence polarization, 1 h | inhibition, % at 24.9 µM | 300,000 tested, 0.92% active | AID 602252;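 active = mean inhibition of at least 30% with at least half of replicates also reaching 30%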;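 note: 0% = DMSO neutral control and 100% = excess unlabeled competitor peptide PRC23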
V-ATPase pH: alters yeast V-ATPase proton transport | S. cerevisiae, pHLuorin cytosolic pH fluorescence | response, % at 10 µM | 350,000 tested, 0.37% active | AID 504577; in the data active = response mostly above about 7.3%, no sharp cut-off; inactive = mostly below about 5.4%; note: actives read high; inactives centre near 0; some compounds called inactive have numbers as strong as hits
DAGLB inhibitor: diacylglycerol lipase beta (human) inhibition; Q8NCG7; HEK293T DAGLB membrane lysate, EnzChek fluorogenic substrate; inhibition, % at 5.17 µM; 340,000 tested, 0.059% active; in the data active = inhibition above about 34%;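 note: 0% = enzyme with vehicle and 100% = wells lacking enzyme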
Arr AP2 block: human beta-arrestin and AP2 interaction inhibition; FITC-arrestin peptide / GST-AP2 beads, flow cytometry; AP2 beta2 appendage carries R879A mutation; inhibition, % at 10 µM; 340,000 tested, 0.31% active; AID 504490;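 active = inhibition above a set limit, near 3 SD of compounds lacking own fluorescence, cut at about 54% in these data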;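 note: plate controls were DMSO wells for no effect and 5 µM unlabelled arrestin peptide for full effect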
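Measured by: flow cytometry, FL1 (488/535 nm); Material: AP2 appendage R879A on GSH beads; Evaluation: percent response; Timing: pre-incubation 12 min, peptide binding 1 h, room temperature; Also added: 50 nM FITC-arrestin peptide; Medium: PBS with 0.05% Tween 20 and 0.1% BSA.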
* hit, by the source's call; / = no result given. Some of the compounds tested (hit frequency here may not be typical).

SMILES	DSG3 Ab inh	C-LANA FP	RTF Ca sens inh	CAL PDZ FP-1	NSD2 inh	Keap1-Nrf2 PPI	CAL PDZ FP-2	V-ATPase pH	DAGLB inhibitor	Arr AP2 block
O=C1c2ccccc2C(=O)N1CCOc1ccccc1Br	103	-0.5	-3	-1.0	-7	-1	-2	-2	-6	-2
O=S(=O)(c1ccc(Br)cc1)N1CCC2(CC1)OCCO2	94	-0.2	6	-0.3	-3	0	1	-4	-3	23
COc1ccc(OC)c(NC(=O)C2C3C=CC(C3)C2C(=O)NCc2ccccn2)c1 (stereo not given)	106	0.2	-7	0.4	-7	-3	/	-1	2	-8
CC(=C\C(=O)O)/C(=C\c1cccc2ccccc12)C(=O)O	90	-1.1	-28	-0.8	2	2	13	-5	0	12
CCn1c(=O)c(C(=O)Nc2ccccc2F)c(O)c2ccccc21	107	-0.4	-5	0.9	-8	3	-3	-1	-3	33
Nc1n[nH]c(N)c1N=Nc1ccccc1F	115	1.8	-4	-1.3	15	3	0	-2	2	-8
COc1ccc(OC)c(S(=O)(=O)NCCC(C)C)c1	97	0.8	-11	0.5	3	2	-3	-5	0	21
O=C(N/C(=C\c1ccc(Br)cc1)C(=O)N1CCOCC1)c1ccco1	/	1.0	-6	-2.9	2	7	-4	14*	0	12
C[C@H](CO)N1C[C@H](C)[C@@H](CN(C)S(=O)(=O)c2ccccc2)Oc2c(NC(=O)C3CC3)cccc2C1=O	99	1.2	-11	-0.2	/	5	-5	4	-1	22
CCOc1ccc(-c2nc(-c3cccnc3)no2)cc1OCC	/	-0.8	-3	-4.6	2	-1	2	-5	-5	10
O=S(=O)(c1ccccc1)N(C1=NCCS1)S(=O)(=O)c1ccccc1	92	0.6	3	-1.2	-1	5	/	1	-1	30
NS(=O)(=O)c1cccc(NC(=O)COc2ncnc3c2cnn3-c2ccccc2)c1	100	2.8	-14	-0.8	-2	2	-8	-2	0	39
CC(C)(C)C(=O)N1CCC(O)(CS(=O)(=O)Cc2ccc(Cl)cc2)CC1	/	0.6	-1	0.2	-5	-2	-2	-1	0	22
CNC(=S)N/N=C/c1c(C(=O)OC)cnn1-c1ccc(F)cc1F	99	-0.1	-4	0.9	8	-5	-6	0	-1	2
Cc1cccc(NC(=S)N/N=C/c2ccc(Cl)c([N+](=O)[O-])c2)c1	97	-0.3	-4	-0.9	1	-4	1	3	2	-4

At a glance, 12 of the compounds above:
SMILES	DSG3 Ab inh	C-LANA FP	RTF Ca sens inh	CAL PDZ FP-1	NSD2 inh	Keap1-Nrf2 PPI	CAL PDZ FP-2	V-ATPase pH	DAGLB inhibitor	Arr AP2 block
O=S(=O)(c1ccc(Br)cc1)N1CCC2(CC1)OCCO2	94	-0.2	6	-0.3	-3	0	1	-4	-3	23
COc1ccc(OC)c(NC(=O)C2C3C=CC(C3)C2C(=O)NCc2ccccn2)c1 (stereo not given)	106	0.2	-7	0.4	-7	-3	/	-1	2	-8
CC(=C\C(=O)O)/C(=C\c1cccc2ccccc12)C(=O)O	90	-1.1	-28	-0.8	2	2	13	-5	0	12
CCn1c(=O)c(C(=O)Nc2ccccc2F)c(O)c2ccccc21	107	-0.4	-5	0.9	-8	3	-3	-1	-3	33
Nc1n[nH]c(N)c1N=Nc1ccccc1F	115	1.8	-4	-1.3	15	3	0	-2	2	-8
COc1ccc(OC)c(S(=O)(=O)NCCC(C)C)c1	97	0.8	-11	0.5	3	2	-3	-5	0	21
O=C(N/C(=C\c1ccc(Br)cc1)C(=O)N1CCOCC1)c1ccco1	/	1.0	-6	-2.9	2	7	-4	14*	0	12
C[C@H](CO)N1C[C@H](C)[C@@H](CN(C)S(=O)(=O)c2ccccc2)Oc2c(NC(=O)C3CC3)cccc2C1=O	99	1.2	-11	-0.2	/	5	-5	4	-1	22
CCOc1ccc(-c2nc(-c3cccnc3)no2)cc1OCC	/	-0.8	-3	-4.6	2	-1	2	-5	-5	10
O=S(=O)(c1ccccc1)N(C1=NCCS1)S(=O)(=O)c1ccccc1	92	0.6	3	-1.2	-1	5	/	1	-1	30
NS(=O)(=O)c1cccc(NC(=O)COc2ncnc3c2cnn3-c2ccccc2)c1	100	2.8	-14	-0.8	-2	2	-8	-2	0	39
CC(C)(C)C(=O)N1CCC(O)(CS(=O)(=O)Cc2ccc(Cl)cc2)CC1	/	0.6	-1	0.2	-5	-2	-2	-1	0	22

(listing goes on)
SMILES	DSG3 Ab inh	C-LANA FP	RTF Ca sens inh	CAL PDZ FP-1	NSD2 inh	Keap1-Nrf2 PPI	CAL PDZ FP-2	V-ATPase pH	DAGLB inhibitor	Arr AP2 block
COc1cccc(-n2c(SCC(=O)N3CCc4ccccc43)nnc2-c2c[nH]c3ccccc23)c1	92	1.9	-6	-0.4	/	1	-1	-6	1	19
CCc1ccc(NC(=O)CO/N=C(\C)c2cc3ccccc3o2)cc1	83	-0.1	0	-2.6	-2	-5	-2	0	-12	-3
CCOC(=O)N1CCN(c2c(N3CCN(c4cc(C)ccc4C)CC3)c(=O)c2=O)CC1	101	-0.3	4	-1.0	/	-6	/	0	2	-10
COc1ccccc1CC(=O)NCCc1ccccc1	106	6.6	1	-1.6	-4	-5	-4	-1	-2	13
CC(C)NCC1CCc2cc(CO)c([N+](=O)[O-])cc2N1 (stereo not given)	104	-7.3	-4	-0.1	/	1	-2	4	7	23
Cc1ccccc1N(C(=O)CCC(=O)Nc1ccccn1)C(C(=O)NC(C)C)c1ccc(O)cc1 (stereo not given)	102	-1.2	11	-1.4	0	0	0	3	-1	-6
CC1(C)CC(NS(=O)(=O)c2ccc(S(N)(=O)=O)cc2)CC(C)(C)N1	95	7.5	-4	-2.8	1	4	-2	3	-3	3
CCCNC(=O)COC(=O)/C=C/c1ccc2c(c1)OCO2	87	1.0	3	-0.5	-1	-2	0	2	0	-11
CC1CC(C)CN(c2ncnc3c2cnn3Cc2ccc(Cl)cc2)C1 (stereo not given)	107	-0.5	-11	0.2	2	-2	0	0	-8	5
COCCNC(=O)C(c1ccco1)N(C(=O)Cn1nnc2ccccc21)c1ccccc1C (stereo not given)	95	2.4	-8	-0.9	-1	0	2	-1	-5	-2
CC(C)NC(=S)N1CCN(S(=O)(=O)c2cccc(C(F)(F)F)c2)CC1	124	-1.7	7	-1.9	-2	0	3	3	-2	-3
CCC1(C)Cc2c(sc3c2c(=O)n(C)c2nnc(SCCc4ccccc4)n32)CO1 (stereo not given)	96	-0.4	0	0.0	-3	2	-1	-5	0	-2
Cc1cccc(Nc2nnc(SC3CCOC3=O)s2)c1C (stereo not given)	103	1.0	-7	0.3	/	-2	3	8	0	-10
O=C(C=C1CCN(c2ncc(C(F)(F)F)cc2Cl)CC1)NNC(=O)Nc1ccccc1	100	1.0	-5	-1.4	21	-2	2	-7	-2	-1
CCN1CCN(Cc2cccc(Oc3ccc(Cl)cc3)c2)CC1	99	-1.7	-6	-1.4	/	-2	0	1	0	14
Cn1c(CCc2ccc(N)cc2)nc2ccccc21	101	1.1	-8	-0.4	-5	-2	/	-5	0	6
CN(C)C(=O)N1CCC(C(=O)NCc2ccc(F)cc2Cl)CC1	98	0.2	-3	-2.6	-2	1	-5	2	5	-8
Cc1nn(-c2ccccc2)c2[nH]c(=O)c(CNCC3CCCO3)cc12 (stereo not given)	101	1.5	-2	/	-12	1	-4	-11	3	25
O=C(CN1C(=O)NC2(CCCCC2)C1=O)NCCC1=CCCCC1	105	-0.9	-3	-1.9	1	3	-4	0	5	2
Cc1ccccc1C(=O)NC1CCN(CC(=O)Nc2ccccc2)CC1	114	3.5	3	-0.5	1	-3	-3	4	-4	36
Cc1ccc(C)c(S(=O)(=O)Nc2ccc3cn[nH]c3c2)c1	106	-3.8	-8	0.9	0	0	-5	-5	-1	3
COc1ccc(NC(=O)COc2ccccc2C#N)c(S(=O)(=O)N2CCCCC2)c1	112	0.2	-3	-1.9	-3	0	-15	6	3	12
COc1ccc(-n2c(C)cc(C(=O)CN3C(=O)C(=O)N(Cc4ccccc4)C3=O)c2C)cc1	109	-0.8	-9	-1.2	1	-1	/	0	-4	0
COc1cc(C(=O)NC(C)CCn2cccn2)ccc1OC1CCN(C(C)=O)CC1 (stereo not given)	98	-0.2	-11	0.2	0	-2	-3	-2	1	8
Cc1ccc(S(=O)(=O)/N=C(\N)c2ccc(Cl)cc2)cc1	99	-1.2	-1	/	1	-5	6	-3	-2	-3
CC(C)c1ccc(NC2CCCN(C(=O)CSc3nncn3C)C2)cc1 (stereo not given)	94	0.9	3	-2.9	-2	1	-1	7	0	24
CSCCC(=O)N1CCC(CCC(=O)NC2CC2)CC1	112	1.3	-3	-0.7	-1	-1	2	-3	3	9
CCn1c(=O)c(C(=O)NCc2ccc(F)cc2)c(O)c2ccccc21	103	0.3	-1	-1.7	1	2	-1	3	-14	-6
Cc1cc(C)cc(OCCNC(=O)C(C)N2C(=O)c3ccccc3C2=O)c1 (stereo not given)	104	0.2	-5	-0.1	9	-5	-3	0	0	-9
Nc1cc(=O)[nH]c(SCC(=O)Nc2ccccc2Sc2ccccc2)n1	111	0.1	-13	-0.2	-3	-2	/	1	1	17
COc1ccc2c(c1)c1c(c(=O)n(-c3ccc(C)cc3)c(=O)n1CC(=O)NCC1CCCO1)n2C (stereo not given)	102	/	/	/	-9	/	/	-2	0	/
COc1ccc(OC)c(NC(=O)c2cccc(N3C(=O)C4C5CCC(C5)C4C3=O)c2)c1 (stereo not given)	99	-0.4	-3	-1.6	1	-2	-3	7	0	5
CCc1ccc2c(COC(=O)CNS(=O)(=O)c3ccc(NC(C)=O)cc3)cc(=O)oc2c1	102	1.2	0	-0.4	-1	-4	-2	-1	0	5
CC(C)c1nc(SCC(=O)Nc2ccc3c(c2)OCO3)n[nH]1	95	0.1	5	-1.6	-1	-7	-3	4	2	3
O=C(Cc1ccccc1)NCCc1cccc(Cl)c1	106	-1.1	-3	1.1	0	-1	2	-1	-7	-1
CCOc1ccc(C(CCc2ccccc2)NC(=O)c2ccc(OC)c(OC)c2)cc1OCC (stereo not given)	102	-1.4	-3	-0.7	19	1	/	-1	-1	16
COC(=O)c1c(NC(=O)c2ccccc2OC)sc(C(=O)N2CCOCC2)c1C	/	-0.7	10	-1.9	-2	1	-2	2	0	9
CCS(=O)(=O)c1ccc(-c2csc(-c3ccc(Cl)cc3)n2)c(Cl)c1Cl	94	-0.9	12	-0.5	-2	-1	-20	6	-1	-7
CCN(CC)S(=O)(=O)c1ccc(NC(=O)CN(c2cccc(C)c2)S(C)(=O)=O)cc1	/	-1.3	-5	-2.6	-1	-2	-2	-2	-4	28
O=C(Cn1cc(C(=O)C2CC2)c2ccccc21)Nc1ccc(F)cc1	96	1.0	-5	-2.0	-1	-5	0	0	-8	39

Compound activity from PubChem BioAssay.
